Screens from PubChem BioAssay.
beta cell repl: induces beta-cell replication in MIN6 cells | MIN6 cells proliferation, ATPlite luminescence, 48 h; cells starved in 0.2% serum; 100% = growth in 10% serum | proliferation, % at 10 µM | 330,000 tested, 0.29% active | AID 2380;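 active = compounds whose signal lies at least 3.5 SD above the mean of all wells on their plate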;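 also: 0% = DMSO-treated cells in low-serum medium and 100% = 10% serum control; some compounds called inactive have numbers as strong as hits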
A3A deaminase: inhibitors of human APOBEC3A DNA deaminase; inhibition, % at 20 µM; 330,000 tested, 0.41% active; recombinant A3A, FAM/TAMRA ssDNA deamination fluorescence;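 active = at least 40% inhibition at 20 µM here, with at most 30% in a related deaminase screen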;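 also: plate controls were A3A with DMSO for no effect and wells lacking A3A enzyme for full effect; some results filed as inactive read as strong as hits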
Target sequence (P31941 whole entry, looked up): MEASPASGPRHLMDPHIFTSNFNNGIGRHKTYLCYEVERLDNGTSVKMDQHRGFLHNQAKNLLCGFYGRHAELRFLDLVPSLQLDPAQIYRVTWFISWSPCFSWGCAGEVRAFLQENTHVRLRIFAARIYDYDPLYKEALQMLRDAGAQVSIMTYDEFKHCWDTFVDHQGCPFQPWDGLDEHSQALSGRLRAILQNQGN
SENP1 inh: SENP1 (human) catalytic domain inhibition; AID 624204; 360,000 tested, 0.21% active; inhibition, % at 10 µM; Q9P0U3; recombinant SENP1 catalytic domain, CyPet-SUMO1-YPet FRET cleavage;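 active = inhibition at least 30% at 10 µM, raw YFP signal under a set limit, fluorescence ratio 0.5 to 1.5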;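 also: 0% = enzyme with DMSO and 100% = no enzyme wells; some results filed as inactive read as strong as hits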
Target sequence (Q9P0U3 419-644 limits assumed): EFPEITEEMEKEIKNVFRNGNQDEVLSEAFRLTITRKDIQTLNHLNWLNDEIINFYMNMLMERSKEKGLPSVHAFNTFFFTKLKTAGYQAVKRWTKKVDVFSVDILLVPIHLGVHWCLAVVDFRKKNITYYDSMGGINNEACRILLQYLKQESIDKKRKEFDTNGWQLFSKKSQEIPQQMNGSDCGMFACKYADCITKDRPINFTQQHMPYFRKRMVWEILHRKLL
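Test system: hSENP1 catalytic domain, recombinant; Amount: 20 pM final SENP1 enzyme; Medium: Tris pH 8 buffer plus EDTA, NaCl, BME, BSA, NP40, catalase; Schedule: 50 min enzyme reaction, room temperature, light-protected; Technique: FRET fluorescence in CFP and YFP emission channels; Controls: no-enzyme wells low, DMSO-plus-enzyme wells high control.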
APOBEC3G inh: inhibitors of human APOBEC3G DNA deaminase; inhibition, % at 20 µM; 330,000 tested, 0.28% active; AID 493012; recombinant A3G, ssDNA deamination FAM/TAMRA fluorescence;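 active = inhibition of at least 40% at 20 µM, with no more than 30% in the related APOBEC3A deaminase screen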;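 also: plate controls were DMSO wells with A3G for no effect and wells lacking A3G enzyme for full effect; some compounds called inactive have numbers as strong as hits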
mIAP inh: blocks mouse intestinal alkaline phosphatase | purified mouse IAP, CDP-Star luminescence, 30 min | AID 2806 | 330,000 tested, 0.2% active | inhibition, % at 10 µM;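 active = inhibition of at least 40% at 10 µM in the primary screen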;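 also: plate controls were DMSO with enzyme for no effect and no enzyme wells for full effect; values of inactives mirror those of a sister screen read the other way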
mIAP act: increases mouse intestinal alkaline phosphatase activity; muIAP, CDP-Star luminescence, 30 min; hits give high values; 1 = vehicle-only enzyme signal, 0 = enzyme-free wells; activation factor at 10 µM; 330,000 tested, 0.24% active; AID 2805;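 active = activation factor of at least 2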; also: the source names both 10 and 20 µM as test concentration; values of inactives mirror those of a sister screen read the other way
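Assay system: mouse IAP enzyme; reagent: chemiluminescent substrate CDP-Star; dosing: test compounds delivered from DMSO solution; schedule: 30 min at room temperature; measured by: luminescence from enzymatic CDP-Star hydrolysis; controls: DMSO-only wells and no-enzyme negative control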
NLRP3 yeast inh: inhibitors of NALP3 inflammasome in yeast; 330,000 tested, 0.39% active; inhibition, % at 10 µM; Yeast reconstituted NLRP3/ASC/caspase-1, beta-gal luminescence, 24 h;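 active = inhibition of 50% or more; inactive = inhibition below 50%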;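 also: plate controls were induced DMSO wells for no effect and uninduced yeast grown without galactose for full effect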
hIAP act: human IAP activation; P09923; purified human IAP, CDP-Star luminescence, 30 min; hits give high values; 1 = vehicle-only enzyme, 0 = enzyme-free background; activation factor at 10 µM; 330,000 tested, 0.16% active; AID 2524;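 active = activation factor of the enzyme at least 2-fold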; also: the source names both 10 and 20 µM as test concentration; values of inactives mirror those of a sister screen read the other way
Target sequence (P09923 whole entry, looked up): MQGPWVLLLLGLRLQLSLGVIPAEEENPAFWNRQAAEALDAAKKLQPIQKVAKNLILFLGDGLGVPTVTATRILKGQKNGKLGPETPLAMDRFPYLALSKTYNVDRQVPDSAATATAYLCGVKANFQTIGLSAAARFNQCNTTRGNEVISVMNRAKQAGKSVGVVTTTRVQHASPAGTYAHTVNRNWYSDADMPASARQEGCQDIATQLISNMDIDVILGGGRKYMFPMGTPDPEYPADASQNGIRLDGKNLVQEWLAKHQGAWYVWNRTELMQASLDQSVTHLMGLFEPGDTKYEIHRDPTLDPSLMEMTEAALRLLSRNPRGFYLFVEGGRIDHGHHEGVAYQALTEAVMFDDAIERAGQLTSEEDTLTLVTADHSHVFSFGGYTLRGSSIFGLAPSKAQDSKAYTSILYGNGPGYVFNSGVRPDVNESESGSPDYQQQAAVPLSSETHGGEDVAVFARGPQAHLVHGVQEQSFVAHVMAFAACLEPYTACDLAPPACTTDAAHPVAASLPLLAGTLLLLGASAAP
hIAP block: blocks human intestinal alkaline phosphatase; purified IAP, CDP-Star luminescence, 30 min; inhibition, % at 10 µM; 330,000 tested, 0.12% active; AID 2544;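 active = inhibition reaching a set limit with compound at 10 µM in the primary screen, cut at about 35% in these data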;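 also: plate controls were DMSO wells with enzyme for no effect and no-enzyme buffer wells for full effect; values of inactives mirror those of a sister screen read the other way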
An asterisk follows results filed as active; x = no result given.

Sequence of screens – beta cell repl	A3A deaminase	SENP1 inh	APOBEC3G inh	mIAP inh	mIAP act	NLRP3 yeast inh	hIAP act	hIAP block
- Cc1ccc(C)n1-c1ccc(C(=O)NCc2cccnc2)cc1
  -3	-7	-14	-3	1	0.99	9	1.1	-6
- Cc1cccc(-c2nnc(NC(=O)c3ccco3)s2)c1
  2	1	2	2	0	0.99	27	1.2	-18
- COc1ccccc1/C=N/NC(=O)c1ccc(NC(=O)c2cccc([N+](=O)[O-])c2)cc1
  -2	-3	x	-6	6	0.94	4	0.98	2
- COc1ccc(S(=O)(=O)n2nc(OC(=O)c3ccco3)cc2N)cc1
  -1	0	2	-4	2	0.98	2	1	-1
- O=C(O)c1cccc(NC(=O)c2ccc3c(c2)C(=O)N(Cc2ccco2)C3=O)c1
  -2	2	3	-5	4	0.96	0	1.1	-9
- CC1CCN(C(=O)c2ccc(N(C)S(C)(=O)=O)cc2)CC1
  -2	0	1	-7	0	1	5	0.86	14
- CCOC(=O)c1c(C)n(C)c2ccc(O)c(CN(C)C)c12
  0	-2	0	-2	1	0.99	-3	0.94	6
- CCN(CC)c1ccc(NC(=O)c2ccccc2)cc1S(=O)(=O)Nc1ccccc1OC
  -5	4	-1	50*	10	0.9	12	0.93	7
- CCOn1c(=O)c(-c2ccccc2)[n+]([O-])c2ccccc21
  -4	-1	-3	3	0	0.99	-1	1.1	-14
- CCOC(=O)CSc1nnc(-c2ccoc2C)n1-c1ccc(OCC)cc1
  2	-3	2	-4	5	0.95	1	0.88	12
- COc1ccc(CC(NC(C)=O)C(=O)NC2CCN(S(=O)(=O)c3ccc(NC(C)=O)cc3)CC2)cc1 (stereo not given)
  2	-3	0	-1	2	0.98	2	1	0
- COc1cc(/C=N/NC(=O)c2cccnc2)ccc1OCC(=O)Nc1ccccc1Cl
  -3	2	0	-4	5	0.95	8	0.97	3
- O=C(CSc1ncnc2c1nnn2Cc1ccccc1)NC1CCCCC1
  7	3	0	-2	2	0.97	9	0.91	10
- COc1cc(OC)c(C(=O)OC(C)C(=O)Nc2cccc(C(F)(F)F)c2)cc1OC (stereo not given)
  -1	4	0	-1	-7	1.1	-8	1.1	-6
- C/C(=N\NS(=O)(=O)c1ccc(Br)cc1)c1ccc2c(c1)OCO2
  -1	-3	2	-7	6	0.94	23	1	-3
- CCOC12NC(=O)CC(=O)N1C(c1ccccc1)=CS2 (stereo not given)
  1	2	-2	-4	0	1	11	1.1	-6
- O=C(c1ccc(NS(=O)(=O)c2ccc3[nH]c(=O)[nH]c3c2)cc1)N1CCN(c2ccccc2O)CC1
  -3	-2	0	-4	2	0.98	11	0.99	1
- COC(=O)/C(=C/Nc1cccc2ccccc12)[N+](=O)[O-]
  -2	-4	-2	-3	0	1	11	1	-3
- O=C(NCc1ccc2c(c1)OCO2)Nc1ccc(Cl)cc1
  5	-4	1	-7	-27	1.3	22	1.1	-5
- O=C(Nc1ccccn1)C1(c2ccccc2)CCCC1
  -1	0	-2	-6	5	0.95	-5	0.91	9
- COc1ccc(N=Nc2cc(-c3ccccc3)ccc2O)cc1
  -3	3	3	-1	21	0.79	13	0.91	9
- Cc1ccc(S(=O)(=O)N2CCN(Cc3ccsc3)CC2)cc1
  -2	0	-1	-2	9	0.91	20	0.98	2
- Cc1ccccc1C1c2[nH]c3ccccc3c2C[C@H]2C(=O)N(c3ccccc3C(=O)NCCN3CCOCC3)C(=O)N12 (stereo not given in full)
  -3	-8	-45	-2	-13	1.1	2	0.8	20
- Cc1cc(C)c(NC(=S)N2CCC(N(C)CC3CCCO3)CC2)c(C)c1 (stereo not given)
  -1	-2	-2	-4	5	0.95	0	0.84	16
- CC(OC(=O)c1n[nH]c2ccccc12)C(=O)NC1CCCCC1C (stereo not given)
  0	0	1	-5	-8	1.1	4	1.3	-28
- COc1cccc(NC(=O)c2cnsn2)c1
  1	3	4	1	-8	1.1	24	1.2	-18
- CCCCn1c(SCC(=O)NC2CC2)nnc1-c1ccncc1
  2	-3	0	-6	-2	1	12	0.94	6
- CCOc1ccc(CC(=O)NCc2ccc3c(c2)cc(C)n3C)cc1
  -3	-2	-29	-1	-3	1	22	1	-4
- C=C(C)COc1ccc(-c2nc(N)ncc2Oc2ccccc2OC)c(O)c1
  -4	-2	2	0	10	0.9	16	0.99	1
- Cc1ccccc1CN1C(=O)C2(OCCCO2)c2ccccc21
  2	3	-2	-2	5	0.95	-1	0.91	9
- N#Cc1c(N)sc2c1CCCCCC2
  -2	4	-4	-2	0	0.99	4	1.1	-6
- O=C(Nc1cccc(C(F)(F)F)c1)c1cccnc1N1CCN(c2ccccc2)CC1
  -5	0	3	0	3	0.97	-5	0.83	17
- COc1ccc(NC2CCCN(C(=O)CCc3ccncc3)C2)cc1OC (stereo not given)
  1	-3	-4	-3	3	0.97	8	1.1	-7
- CCn1c(=O)c(C(=O)CN2CCN(S(=O)(=O)c3ccc(C)cc3C)CC2)c(N)n(Cc2ccccc2)c1=O
  -6	44*	-3	7	-1	1	-2	1.1	-5
- Cc1cc(S(=O)(=O)n2ccnc2)c(Cl)cc1Cl
  -2	-5	2	-6	13	0.87	42	0.9	10
- CC(C)Oc1ccc(S(=O)(=O)N2CCOCC2)cc1NC(=O)c1ccc(N2CCCC2=O)cc1
  -1	0	2	-4	12	0.88	13	1.2	-18
- CCOc1ccc(C(C)NC(=O)c2cccs2)cc1OCC (stereo not given)
  2	3	0	1	-1	1	13	1.1	-6
- CN1C(=O)/C(=C/c2ccc(OCc3ccc(F)cc3)cc2)N(C)C1=S
  -1	-4	-132	-5	11	0.89	14	0.84	16
- O=C(NCCCN1CCCC1=O)c1cccc(Oc2ccccc2)c1
  0	-5	0	-6	0	0.99	-9	1.2	-16
- COC(=O)c1cccc(NC(=S)Nc2ccccc2Cl)c1
  -2	-3	1	-5	-3	1	-5	1	-4
- COc1cccc(-c2coc3cc4oc(=O)c(CCC(=O)O)c(C)c4cc23)c1
  -4	-1	0	-4	4	0.96	3	0.88	12
- COc1ccc(C(=O)NC(=S)Nc2ccc(CN3CCOCC3)cc2)cc1OC
  0	-7	2	-4	-3	1	10	1.1	-10
- CCc1ccc(NC(=O)c2cnccn2)cc1
  -5	-5	1	-2	11	0.89	22	1.1	-5
- CC12CCC(C(=O)Nc3cc(Cl)ccc3Cl)(C(Br)C1=O)C2(C)C (stereo not given)
  -3	1	1	-3	5	0.95	18	0.81	19
- CCOc1ccc(CNC(=O)Cn2c(=O)c3cccn3c3ccccc32)cc1
  1	-2	1	1	4	0.96	16	0.97	3
- COc1cccc(CN2CCN(Cc3ccc4c(NC(C)=O)cccc4n3)CC2CCO)c1 (stereo not given)
  3	-2	-7	-4	-5	1.1	6	1	-1
- COCc1n[nH]c(=S)n1-c1ccccc1
  -1	-8	1	-8	-9	1.1	10	1	-2
- CCN(CC)CCCN1C(=O)c2oc3ccccc3c(=O)c2C1c1cccc(OC)c1OC (stereo not given)
  -1	2	-3	-4	-1	1	2	0.89	11
- COc1ccc([N+](=O)[O-])cc1NC(=O)C(C)OC(=O)C1CCCC1 (stereo not given)
  -2	-4	2	-2	0	1	17	1.2	-19
- COCCNC(=O)c1c[nH]c2ccc(S(=O)(=O)Nc3ccccc3F)cc2c1=O
  -5	2	-2	-7	8	0.92	14	1.1	-7
- COc1ccccc1C(=O)Nc1ccc(S(=O)(=O)Nc2cc(C)nc(C)n2)cc1
  0	-3	0	-8	15	0.85	4	0.96	4
- Cc1cccc2cc3c(N)c(C(=O)N4CCOCC4)sc3nc12
  -1	-1	42*	12	8	0.92	12	0.99	1
- CCCC(NC(=O)C(C)NC(=O)CO/N=C1\C=C2CCC3C4CCC(C(C)=O)[C@@]4(C)CCC3[C@@]2(C)CC1)C(=O)O (stereo not given in full)
  -3	1	-3	1	-1	1	10	0.96	4
- O=S(=O)(NC1CCCCC1N1CCC(O)CC1)c1ccc(Cl)cc1 (stereo not given)
  0	-2	-139	-7	0	1	8	0.99	1
- Cc1ccc(C=Nc2ccccc2C(N)=O)s1
  0	-2	3	-6	-6	1.1	1	1.2	-15
- O=C1CC(N2CCOCC2)C(=O)N1c1ccc(Cl)cc1 (stereo not given)
  -1	-1	3	-4	-5	1.1	20	1	-3
- Cc1cccc(N(C(=O)c2ccc(Cl)cc2)C2CS(=O)(=O)CC2OC(=O)c2ccc(Cl)cc2)c1 (stereo not given)
  -4	-1	1	-1	8	0.92	22	1	-3
- Cc1ccc(C)c(S(=O)(=O)N2CCCN(C)CC2)c1
  -1	-2	0	-5	-1	1	-1	1.1	-6
- O=C(CN1CCCCCC1)NC(c1ccccc1)c1ccccc1
  -3	-10	0	3	-8	1.1	14	0.86	14
- COc1cc(/C=N/Nc2ccc(C(F)(F)F)cn2)ccc1O
  -3	-8	3	-2	-14	1.1	18	1	-1

Going on with the list.
Sequence of screens – beta cell repl	A3A deaminase	SENP1 inh	APOBEC3G inh	mIAP inh	mIAP act	NLRP3 yeast inh	hIAP act	hIAP block
- Cc1ccc2cccnc2c1NC(=S)NC(=O)c1ccccc1
  -2	1	-7	0	7	0.93	-3	1.1	-14
- CCN(CC(=O)Nc1c(F)cccc1F)C(=O)CSc1nnc(-c2ccco2)n1CC
  -2	-1	2	-6	-1	1	19	1.1	-5
- COc1cc(OC)nc(NC(C)=O)n1
  -2	6	0	-4	13	0.87	5	1	-2
- Cc1ccc(C)c(NC(=S)N/N=C/C(C)c2ccccc2)c1 (stereo not given)
  -4	1	0	-11	12	0.88	14	1.1	-13
- Cc1cccc(N(C)S(=O)(=O)c2ccc3c(c2)C(C)(C)C(=O)N3C)c1
  -4	7	1	0	-8	1.1	-1	0.92	8
- CC1=C(C)CC(C(=O)NNC(=O)c2ccccc2)C(C(=O)O)C1 (stereo not given)
  -1	0	-1	-6	0	1	1	0.97	3
- COCCC(=O)N1CCC(Oc2ccc(C(=O)NC(C)CCn3cccn3)cc2)CC1 (stereo not given)
  -1	2	2	-4	8	0.92	11	1.3	-29
- O=C(c1ccc(-c2ccc([N+](=O)[O-])cc2)o1)N1CCCCC1
  -6	-1	5	-1	1	0.99	-18	0.95	5
- O=C(CCOc1ccccc1)Nc1ccc(S(=O)(=O)Nc2ncccn2)cc1
  4	-2	0	-9	21	0.79	-14	0.91	9
- CCOC(=O)C1CCCN(C(=O)/C=C/c2cc(OC)c(OC)c(OC)c2)C1 (stereo not given)
  1	-1	2	1	-3	1	10	0.79	21
- Cc1cc(O)ccc1N/C=C1\CCCC1=O
  -2	6	-3	5	0	0.99	-9	1	0
- Cc1ccc(SCc2nc3ccccc3n2CC(=O)Nc2ccccc2)cc1
  -2	2	-1	-3	-136	2.4*	13	1	-3
- C#Cc1ccc(CN2CCC(N3CCC(C(=O)NCc4ccccn4)CC3)CC2)cc1
  -2	0	-16	-5	-11	1.1	3	1.2	-18

Not all compounds are listed, so the mix of outcomes need not match the whole.
